High-throughput results (PubChem BioAssay)
ELG1 genotoxic = induces genotoxicity in HEK293T cells with luciferase-tagged ELG1. HEK293T ELG1-luciferase reporter, luminescence, 16 h. Potency, µM (top dose mostly 46 µM), for inactives: at the highest dose activity change, positive = activation, actives largely listed as activators. 330,000 compounds, 1.3% hits; further: potency means the concentration at half of the fitted maximal effect; % of control where 0% means no effect; nearly all actives have a fitted effect of over 60% in size
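Luminescence read-out: rising ELG1-luciferase signal, reflecting elevated ELG1 protein under genetic stress, flags genotoxic compounds. Cells were treated for 16 hr at 37 °C before ONE-Glo detection.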
PKM2 activator = activators of human pyruvate kinase M2 | 260,000 compounds, 0.34% hits | Potency, µM (highest dose often 57.5 µM), for the others: top-dose activation, hits mostly activators | purified PKM2, Kinase-Glo ATP luminescence, activation; response scale: 0% is enzyme alone, no compound; further: potency means the concentration at half of the fitted maximal effect; on the % scale 0 is the no-effect control and ±100 the full control effect; nearly all actives have a fitted effect of over 55% in size
Target sequence (P14618 whole entry, looked up): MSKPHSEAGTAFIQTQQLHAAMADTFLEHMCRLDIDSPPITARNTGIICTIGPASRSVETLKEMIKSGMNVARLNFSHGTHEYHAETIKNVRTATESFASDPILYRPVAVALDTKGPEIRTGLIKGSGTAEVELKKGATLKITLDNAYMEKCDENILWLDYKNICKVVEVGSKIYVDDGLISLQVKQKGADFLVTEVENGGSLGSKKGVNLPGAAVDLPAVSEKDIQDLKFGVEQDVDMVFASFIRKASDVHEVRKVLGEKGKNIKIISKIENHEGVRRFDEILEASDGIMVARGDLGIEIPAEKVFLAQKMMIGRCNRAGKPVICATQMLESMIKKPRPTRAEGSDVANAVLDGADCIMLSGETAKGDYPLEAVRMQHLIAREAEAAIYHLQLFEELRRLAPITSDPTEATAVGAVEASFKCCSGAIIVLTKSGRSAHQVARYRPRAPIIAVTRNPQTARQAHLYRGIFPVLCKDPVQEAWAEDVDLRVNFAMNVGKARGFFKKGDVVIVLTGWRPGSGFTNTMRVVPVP
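Purified hPK-M2 (>95%) run at intermediate activity with 0.1 mM ADP and 0.5 mM PEP in 50 mM imidazole pH 7.2, KCl, MgCl2; 1 h room temperature. ATP formed read by Kinase-Glo luminescence; normalized to uninhibited and no-enzyme controls.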
VP16 counter = Gal4-VP16 reporter inhibition counter-screen | Drosophila S2 Gal4-VP16 UAS-luciferase, luminescence, 20 h | Potency, µM (titrated, usually from 53.6 µM), for the others: at the top dose activity, negative = inhibition, most hits filed as inhibitors | 310,000 compounds, 3.5% hits | AID 2546;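 further: Gal4-VP16 expression switched on by copper sulfate through the metallothionein promoter; potency means the concentration at half of the fitted maximal effect; on the % scale 0 is the no-effect control and ±100 the full control effect; nearly all actives have a fitted effect of over 50% in size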
Giardia kill = Giardia lamblia killing | Giardia lamblia trophozoite viability | activity change, % at 7.66 µM, hits read low | 340,000 compounds, 0.15% hits | AID 540267; in the data active means activity change below about -80%; inconclusive means between about -30% and that limit;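 further: parasites exposed to compound for two days anaerobically before the ATP read; on the % scale 0 is the no-effect control and ±100 the full control effect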
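Trophozoites 100 cells/well + cpd; 48 hrs, 37 deg C, anaerobic. ATPLite 1-Step added, 15-30 min RT, luminescence read (ATP-based viability).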
Menin MLL FP TR = inhibitors of human menin-MLL interaction, mutant MLL peptide. 270,000 compounds, 0.23% hits. Menin + Texas Red MLL mutant peptide, fluorescence polarization. O00255. AID 1768. Potency, µM (titrated, usually from 61.6 µM), without a hit: top-dose FP activity change, negative = inhibition, actives largely listed as inhibitors; active means well fitted inhibition curve with a large enough effect in the polarisation, with a control signal flat, not every such curve was filed as active; inconclusive means small, poorly fitted or top-dose-only effect, or effect the other way, or a change in a side signal; inactive means no such curve, though single readings can be large or run the other way; the % refers to the polarisation; further: potency means the concentration at half of the fitted maximal effect; % of control where 0% means no effect; many of its hits are not listed in these tables
RORg inh = inhibitors of mouse ROR gamma transcriptional activity | P51450 | Drosophila S2 Gal4-RORgamma UAS-luciferase reporter, 20 h | Potency, µM (top dose mostly 53.6 µM), for inactives: top-dose activity change, negative = inhibition, most hits filed as inhibitors | 310,000 compounds, 5.4% hits | AID 2551; further: potency means the concentration at half of the fitted maximal effect; on the % scale 0 is the no-effect control and ±100 the full control effect; nearly all actives have a fitted effect of over 60% in size
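Read-out: Photinus luciferase luminescence; inhibitors lower reporter signal. Insect Schneider cells with Gal4-ROR gamma fusion under metallothionein promoter, UAS reporter; 700 uM final copper sulfate induction, 20 hr, ambient temperature.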
Rab9 promoter act = Rab9 promoter activation; Huh7 Rab9 promoter-luciferase reporter, luminescence, 24 h; Potency, µM (highest dose often 9.22 µM), for inactives: top-dose activation, negative = inhibition, most hits filed as activators; 320,000 compounds, 2.8% hits; further: potency means the concentration at half of the fitted maximal effect; % of control where 0% means no effect; nearly all actives have a fitted effect of over 60% in size
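Cells were plated at 1500 per well in reduced-serum medium with 10% FBS and left 2 h. Compound in DMSO was then added for 24 h at 37 °C. Reporter signal was read by luminescence after 10 min with luciferase detection reagent.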
p53 reactivator = re-activators of mutant p53; H1299 p53-A138V BP100-luciferase reporter, luminescence, 24 h; 320,000 compounds, 0.063% hits; Potency, µM (series often up to 92.2 µM), inactives show at the highest dose activity change, positive = activation, hits mostly activators; AID 504706; further: potency means the concentration at half of the fitted maximal effect; % of control where 0% means no effect; nearly all actives have a fitted effect of over 45% in size
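H1299 (p53-null), stable ts p53-A138V + BP100-Luc; 1000 cells/well, Opti-MEM/10% FBS; cpd 4 pt, 1:5; 24 h, 37 deg C, 5% CO2; detection reagent 10 min RT; luminescence.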
FLuc counter = inhibits or activates purified firefly luciferase, miR-21 counter-screen | P08659 | purified FLuc, Km substrates, luminescence inhibition | Potency, µM (doses to about 57.5 µM), inactives show at the highest dose activity change, negative = inhibition, most hits filed as inhibitors | 360,000 compounds, 6.9% hits | AID 588342;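 further: potency means the concentration at half of the fitted maximal effect; plate controls were vehicle for no effect and reference inhibitor for full effect; nearly all actives have a fitted effect of over 55% in size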
Target sequence (P08659 whole entry, looked up): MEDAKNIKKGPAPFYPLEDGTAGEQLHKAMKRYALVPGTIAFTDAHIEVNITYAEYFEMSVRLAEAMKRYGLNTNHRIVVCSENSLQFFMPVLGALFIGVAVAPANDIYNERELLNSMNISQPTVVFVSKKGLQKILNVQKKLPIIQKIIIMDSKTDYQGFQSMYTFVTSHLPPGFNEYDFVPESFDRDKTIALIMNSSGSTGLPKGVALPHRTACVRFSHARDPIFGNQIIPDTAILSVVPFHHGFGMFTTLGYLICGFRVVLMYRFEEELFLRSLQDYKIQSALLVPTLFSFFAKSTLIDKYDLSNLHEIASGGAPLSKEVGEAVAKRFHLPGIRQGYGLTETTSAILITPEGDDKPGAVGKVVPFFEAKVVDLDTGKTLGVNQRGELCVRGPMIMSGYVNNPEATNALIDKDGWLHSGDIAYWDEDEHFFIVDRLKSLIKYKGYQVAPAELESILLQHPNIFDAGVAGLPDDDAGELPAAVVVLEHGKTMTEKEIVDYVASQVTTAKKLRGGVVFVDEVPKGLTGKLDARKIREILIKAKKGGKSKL
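Purified P. pyralis luciferase, 10 nM final, with Km-level 10 uM D-luciferin and 10 uM ATP in 50 mM Tris acetate pH 7.5, 10 mM Mg acetate, 0.01% Tween-20, 0.05% BSA; 6-point qHTS titration about 60 µM downward; luminescence read.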
NPC1 prom act = activates the NPC1 promoter. Huh7 NPC1 promoter luciferase reporter, 24 h. Potency, µM (titrated, usually from 9.22 µM), for inactives: at the top dose activation, usual class: activators. 320,000 compounds, 2.4% hits;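 further: potency means the concentration at half of the fitted maximal effect; % of control where 0% means no effect; nearly all actives have a fitted effect of over 60% in size; reporter is driven by a mutant NPC1 promoter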
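Compounds in DMSO were transferred onto Huh7 NPC1-luciferase reporter cells pre-incubated 2 h; after 24 h at 37 °C, Amplite reagent was dispensed and luminescence recorded 10 min later.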
BRCA1 expr act = increases BRCA1 expression | 380,000 compounds, 1.1% hits | MCF7-BRCA1-FFLuc reporter, luminescence, 48 h; response scale: scaled: vehicle 0%, 10 µM genistein 100% | Potency, µM (series often up to 46.1 µM), inactives show at the highest dose activation, hits mostly activators; further: potency means the concentration at half of the fitted maximal effect; nearly all actives have a fitted effect of over 80% in size; some results filed as inactive show a strong effect at the top dose
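Compounds are tested at multiple concentrations on MCF7 BRCA1-luciferase reporter cells seeded at 2000 per well; after 48 h, a single luminescence end-point is taken and curves fitted to the normalized data.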
Starred values were filed as active, the others as inactive; ? = inconclusive; . = not tested or not shown; & = joins results of further samples; [ ] = dose if it differs, or a comment. Unless noted, the call rests on the fitted dose curve; in most records, active means well fitted curve in the direction sought with a large enough effect; inconclusive means small, poorly fitted or top-dose-only effect, or another doubt; inactive means no such curve, though single readings can be large; an effect the other way counts as inactive or inconclusive.

compound	ELG1 genotoxic	PKM2 activator	VP16 counter	Giardia kill	Menin MLL FP TR	RORg inh	Rab9 promoter act	p53 reactivator	FLuc counter	NPC1 prom act	BRCA1 expr act
CCOc1ccccc1CNC(=O)CCn1ccc2cc(S(=O)(=O)N3CCCCC3)ccc21	-8%	.	-14%	14	1%	20%	-3%	-5%	2%&3%	-1%	-19%
Cc1ccc(C(=O)OCC(=O)NCc2ccccc2)cc1S(=O)(=O)N1CCCCC1	-2%	.	.	-11	.	.	3%	-11%	?	-4%	-25%
COC(CNC(=O)C(=O)Nc1cc2c3c(c1)CCN3C(=O)CC2)OC	10%	.	-9%	-11	8%	-21%	-4%	-11%	1%	3%	17%
O=C(CS(=O)(=O)Cc1ccccc1)NCC1CCCO1 (stereo not drawn)	1%	-17%	-6%	4	23%	1%	3%	3%	2%	-1%	13%
CNC(=O)NC(=O)C(C)OC(=O)c1c2c(nc3ccccc13)/C(=C/c1cccs1)CC2 (stereo not drawn)	-17%	5%	0.13µM*	-7	?	0.63µM*	-34%[inhibitor]	?	6µM*	-32%[inhibitor]	?
O=C(OCc1ccccc1)C1=NNC2C(=O)N(Cc3ccccc3)C(=O)C12 (stereo not drawn)	4%	-8%	-5%	10	?	28%	-1%	-2%	0%	-3%	0%
CC(C)(C)NC(=O)Cn1nnc(-c2ccc(Cl)cc2)n1	8%	-2%	20%	6	5%	?	1%	0%	3%	1%	10%
O=C(O)COc1ccc(/C=N/NC(=O)/C(=C/C=C/c2ccccc2)NC(=O)c2ccccc2)cc1	-3%	0%	5%	14	26%	-3%	0%	-1%	21µM*	1%	-1%
COc1ccc(Cn2c(=N)c(C(=O)NCC3CCCO3)cc3c(=O)n4ccccc4nc32)cc1 (stereo not drawn)	0%	2%	11%	-9	-12%	-11%	0%	.	13%	-2%	2%
CSc1nc(N2CCOCC2)c2c(c1C#N)CCCCC2	-17%	-2%	3%	5	-11%	-15%	-5%	14%	-3%	-3%	-29%
COc1cccc(NC(=O)CN(C)C(=O)Cc2ccc3c(c2)CCC3)c1	-3%	.	.	15	.	.	-3%	-11%	-1%	0%	-12%
Cc1noc2ncnc(Sc3ccc(Br)cc3)c12	15%	-4%	11µM*	-8	-1%	4µM*	-7%	-11%	-3%	-19%	-79%
Cc1ccc(CNC(=O)C2CCCN2C(=O)Nc2ccc(C)cc2)cc1 (stereo not drawn)	2%	-4%[11.5 µM]	5%	-8	-2%	-1%	5%	-2%	-14%	-1%	12%
NC(=O)CC(NC(=O)Cc1cccc2ccccc12)c1ccc(NCCN2CCCC2)c([N+](=O)[O-])c1 (stereo not drawn)	0%	2%	1%	3	-7%	-2%	-4%	7%	7%	0%	0%
O=C(O)CCCn1ccc2cc(S(=O)(=O)N3CCCC3)ccc21	0%	.	-2%	32[activator]	.	-11%	-5%	7%	0%	-5%	-2%
O=C(COC(=O)c1cc[n+]([O-])cc1)Nc1ccc([N+](=O)[O-])cc1C(F)(F)F	-6%	.	.	8	.	.	-8%	2%	0%	1%	-12%
CCC(C)(C)n1nnnc1C(c1ccc(C)cc1)N1CCN(C(=O)c2ccco2)CC1 (stereo not drawn)	-5%	-12%	2%	-6	2%	?	-5%	0%	0%	1%	-20%
O=[N+]([O-])c1cccc(C2=NCCC(c3ccccc3)O2)c1 (stereo not drawn)	7%	1%	0%	15	2%	28%	-1%	4%	?	-1%	8%
CCN(Cc1ccccc1)C(=S)Nc1cc(C(=O)OC)ccc1C(=O)OC	2%	-3%	11%	4	4%	?	-7%	-2%	-1%	-3%	-12%
COc1ccc(-c2ccc(SCC(=O)N3c4ccccc4CC3C)nn2)cc1OC (stereo not drawn)	-4%	10%	-5%	-26	35%[activator]	?	-2%	-11%	4.3µM*	11%	68%
FC(F)(F)c1cccc(N2CCN(Cc3ccoc3)CC2)c1	1%	3%	-5%	14	0%	19%	0%	14%	-14%	2%	-1%
Cc1ccc(C)c(S(=O)(=O)N2CCN(C(=O)CN3C(=O)NC(C)(C)C3=O)CC2)c1	0%	.	.	3	.	.	-3%	1%	0%	-2%	0%
O=C(c1ccco1)N1CCN(CCOc2ccccc2)CC1	1%	-34%	-13%	-4	.	9%	-4%	5%	-3%	0%	14%
COC(=O)c1c(C(=O)c2ccc(Br)cc2)n(C)c2ccccc12	-2%	.	.	21	.	.	-6%	4%	3%	-2%	-33%
COc1ccc(NC(=O)CCCNS(=O)(=O)c2cccs2)cc1	0%	-9%	2%	-12	0%	32%	-3%	0%	1%	0%	-2%
NC(=O)C[n+]1cccc(/C=N/O)c1	1%	-10%	-7%	-8	-3%	7%	-8%	2%	1%	-3%	0%
CC1Cc2cc(S(=O)(=O)CCC(=O)N3CCN(c4ccccc4)CC3)ccc2N1C(=O)C1CC1 (stereo not drawn)	-3%	-4%	-5%	1	-3%	6%	2%	-3%	0%	-9%	-3%
COc1ccc(C(=O)NCC(c2cccs2)N2CCc3ccccc32)cc1OC (stereo not drawn)	-16%	.	.	-2	.	.	-2%	-8%	0%	-2%	-26%
COc1ccc(C)cc1Nc1n[n+](-c2ccccc2)c(-c2ccc(SC)cc2)s1	13%	-21%	2%	-14	-1%	-13%	-3%	.	?	-5%	-52%
Cc1ccc(CNC(=O)c2ccccc2NS(=O)(=O)c2ccc(Cl)nc2)cc1	-3%	-2%	?	-2	?	?	-2%	-14%	7%	-2%	-56%
COc1cccc(OC)c1NC(=O)C1CCCN1C(=O)Nc1ccccc1F (stereo not drawn)	3%	-2%	16%	-3	-14%	-10%	-5%	1%	-2%	3%	-5%
CCOC(=O)c1ccc(NC(=O)Cn2c(C)nc3c(sc(=S)n3CC)c2=O)cc1	-4%	0%	3%	-23	?	-8%	-1%	1%	0%	2%	0%
COC(=O)/C(=C1/Oc2cc(C)oc(=O)c2S1)C(F)(F)F	-8%	0%	1.1µM*	2	-1%	0.71µM*	-3%	-36%[inhibitor]	-2%	-14%	-91%[inhibitor]
CC(C)c1c(C(=O)N/N=C/c2cccc(OCc3ccc(F)cc3)c2)nnn1-c1nonc1N	-10%	.	1%	-8	.	?	-8%	-1%	-2%	0%	2%
CCn1ncc(Br)c1C(=O)N(C)C12CC3CC(CC(C3)C1)C2	-7%	-2%	-13%	-10	?	6%	-4%	-10%	-1%	-1%	-31%
O=C(COc1ccc(Br)cc1)Nc1ccc(Cc2ccncc2)cc1	-3%	-4%	-3%[10 µM]	-24	30%	42%	-9%	-4%	-16%	-4%	5%
CCc1c(C#N)c(SCCC(=O)Nc2ccc(OC)cc2)nc2c1C(=O)CC(C)(C)C2	-13%	0%	8%	4	.	8%	-2%	-3%	2%	1%	-42%
CC(=O)c1cccc(CN2CCC(CO)(CCCc3ccccc3)CC2)c1	-1%	26%	6%	8	-22%	-2%	-5%	0%	-2%	3%	1%
COc1cc(/C=C2/C(=O)NN(c3ccc(Cl)cc3)C2=O)cc(OC)c1O	0%	.	0%	-2	8%	-3%	-2%	-3%	12µM*	0%	-6%
CC(C)CCCN1C(N(C)C)=NC[C@@H]1Cc1ccccc1	-6%	.	.	9	.	.	-18%	-10%	-1%	-11%	-10%
CCCCNC(=O)C(CC)(ONc1ccccc1C(F)(F)F)c1ccccc1OC (stereo not drawn)	-2%	.	.	0	.	.	0%	4%	0%	2%	-15%
COC(=O)c1sccc1NC(=O)c1cc(-c2cc(C)ccc2C)nc2ccccc12	-10%	-1%	-1%	-13	1%	-6%	-2%	-2%	-1%	-3%	-31%
CCOC(=O)c1ccc(N2C(=O)C3CC=CCC3C2=O)cc1 (stereo not drawn)	14%	7%	.	14	-25%	7%[0.365 µM]	14%	27%	-22%	12%	12%
CCc1cccc(NC(=O)Cn2c(-c3ccccc3)cc(C(C)=O)c2C)c1	1%	2%	?	-16	6%	?	2%	-6%	-1%	0%	-27%
CC1CCCC(C)N1C(=S)NCc1ccco1 (stereo not drawn)	-10%	-5%	-1%	19	.	3%	-18%	1%	0%	-2%	0%
COc1ccc(CCNC(=O)C2CCC(=O)N2S(=O)(=O)c2ccc(C)cc2)cc1 (stereo not drawn)	-1%	0%[11.5 µM]	-4%	-5	1%	4%	4%	-12%	0%	1%	-15%
COc1ccccc1C(=O)Nc1c(C(=O)N2CCN(C)CC2)oc2ccccc12	-1%	.	-13%	28	.	-6%	-2%	4%	6%	2%	-9%

The list is partial, so the mix of outcomes need not match the whole.
